# GAA glycogen – alters human alpha-glucosidase cleavage of glycogen; recombinant GAA, glycogen substrate, Amplex Red glucose oxidase fluorescence; 300,000 compounds, 0.38% hits; Potency, µM (top dose mostly 76.4 µM), for inactives: at the top dose activity change, negative = inhibition, hits mostly inhibitors;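 also: 0% = full enzyme reaction and -100% = no-enzyme basal signal; the screen sought inhibitors and activators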
#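 Recombinant human enzyme (4 nM); glycogen substrate; 37 C, 40 min, pH 5.0. Readout: coupled glucose oxidase/Amplex Red fluorescence.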
# SMN2 splice enh – SMN2 splice variant enhancement; HEK293 SMN2-luciferase splicing reporter, luminescence, 30-36 h; Potency, µM (top dose mostly 46.1 µM), without a hit: at the top dose activity change, positive = activation, most hits filed as activators; 210,000 compounds, 2.8% hits; AID 1458; also: % of control where 0% means no effect; nearly all actives have a fitted effect of over 55% in size
#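 HEK293 cells carry an SMN2 minigene-luciferase reporter in which exon 7 inclusion puts luciferase in frame. Cells were seeded at 2000 cells/well, attached for 10-12 hours, then exposed to compounds for 30-36 hours at 37C before ONE-Glo luminescence.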
# Starred values were filed as active, the others as inactive; ? = inconclusive; & = joins results of further samples; [ ] = dose if it differs, or a comment. Calls follow the shape of the dose curve; as a rule, active = well fitted curve in the direction sought with a large enough effect; inconclusive = small, poorly fitted or top-dose-only effect, or another doubt; inactive = no such curve, though single readings can be large; an effect the other way counts as inactive or inconclusive. Potency is read from the fitted curve at half-maximal effect. A portion of the library, so the mix of outcomes need not match the whole.
# Sequence of screens: GAA glycogen, SMN2 splice enh
O=C(c1ccc2c(c1)N(Cc1ccccc1)C(=O)c1ccccc1S2(=O)=O)N1CCCC1
 : 11%[76.3 µM], 0%
COc1ccc(NC(=O)Cn2cc(S(=O)(=O)c3ccccc3)c(=O)c3cc4c(cc32)OCO4)cc1
 : 13%[76.3 µM], -3%
CCN(CCCNC(=O)c1nn(-c2ccc(OC)c(Cl)c2)c(=O)c2c1c1ccccc1n2C)c1cccc(C)c1
 : -7%[76.3 µM], 0%
CC(=O)c1ccc(N2CCN(C(=O)Cn3ncc4c3-c3ccccc3OC4)CC2)cc1
 : 5%[76.3 µM], -18%
COc1cccc(-c2ccc3c(N)c(C(=O)c4ccc(Br)cc4)sc3n2)c1
 : -1%[76.3 µM], -8%
CCc1ccc(C(=O)c2cn(Cc3ccccc3)c3cc(OC)c(OC)cc3c2=O)cc1
 : 12%[76.3 µM], -13%
CCOc1cccc(NC(=O)CSc2ncc(-c3ccccc3)[nH]2)c1
 : -6%[76.3 µM], -3%
COc1ccc(NC(=O)c2ccc3oc(=O)c(S(=O)(=O)c4ccc(F)cc4)cc3c2)cc1OC
 : -3%[76.3 µM], -11%
CCN(CC)S(=O)(=O)c1ccc(C(=O)NCCSc2c(-c3ccc(C)cc3)[nH]c3ccccc23)cc1
 : -1%[76.3 µM], -30%
COc1ccc(CC(=O)N(Cc2nc(-c3ccc(C)cc3)no2)C(C)C)cc1
 : 13%[76.3 µM], -36%[inhibitor]

# The last two records of the part before lead into the next:
# Sequence of screens: GAA glycogen, SMN2 splice enh
CCN(CC)S(=O)(=O)c1ccc(C(=O)NCCSc2c(-c3ccc(C)cc3)[nH]c3ccccc23)cc1
 : -1%[76.3 µM], -30%
COc1ccc(CC(=O)N(Cc2nc(-c3ccc(C)cc3)no2)C(C)C)cc1
 : 13%[76.3 µM], -36%[inhibitor]
O=C(CN1C(=O)COc2ccc(S(=O)(=O)N3CCCCCC3)cc21)N1CCN(c2ccc(F)cc2)CC1
 : 1%[76.3 µM], -5%
CC(C)Sc1oc(-c2cccs2)nc1S(=O)(=O)c1ccc(Cl)cc1
 : 12%[76.3 µM], 1%
Cc1nn(C(=O)COc2ccccc2Br)c(C)c1Sc1ccccc1
 : 14%[76.3 µM], -7%
Cc1noc(C)c1S(=O)(=O)N1CCC(C(=O)N2CCN(c3cccc(C(F)(F)F)c3)CC2)CC1
 : 3%[76.3 µM], 10%
CCc1ccc(C(=O)c2cn(CC(=O)Nc3ccc4c(c3)OCCO4)c3ccc(C)cc3c2=O)cc1
 : 14%[76.3 µM], 1%
O=C(NCCCO)c1nn(-c2ccc(Cl)cc2)nc1CO
 : 15%[76.3 µM], -7%
CCOC(=O)c1c(NC(=O)c2nc(SC)ncc2Cl)sc(C)c1C
 : 5%[76.3 µM], 0%
O=C(Cn1c(=O)n(Cc2ccc(C(=O)NCc3ccc4c(c3)OCO4)cc2)c(=O)c2ccccc21)Nc1cccc(Cl)c1
 : 15%[76.3 µM], -1%
Cc1cc(C)cc(OCC(=O)Nc2ccc(S(=O)(=O)Nc3onc(C)c3C)cc2)c1
 : 16%[76.3 µM], -1%
COc1ccc2cc(-c3nc(Cl)c4c5c(sc4n3)CCCC5)c(=O)oc2c1
 : 7%[76.3 µM], 3%
CCN(C(=O)c1cc2c(s1)-c1ccccc1OC2)c1cccc(C(F)(F)F)c1
 : -18%[76.3 µM], -15%
COCCCNC(=O)c1ccc(Cn2c(=O)c3ccccc3n(CC(N)=O)c2=O)cc1
 : 1%[76.3 µM], -4%
COc1ccc(NC(=O)Cn2c(=O)n(Cc3ccccc3)c(=O)c3sc4ccccc4c32)cc1
 : 7%[76.3 µM], 10%
Cc1ccc2c(=O)cc(C(=O)Nc3sc4c(c3C(=O)NCC3CCCO3)CCC4)oc2c1 (configuration not stated)
 : 5%[76.3 µM], 6%
Cc1ccc(Cl)cc1NC(=O)C(C)n1nnc2sc(-c3ccccc3)cc2c1=O (configuration not stated)
 : 15%[76.3 µM], 1%
CCc1cccc(C)c1Nc1c(-c2cccc(O)c2)nc2nc(C)cc(C)n12
 : ?, 6%
CCOc1ccc(CC(=O)Nc2c(C(=O)c3ccc(F)cc3)oc3ccccc23)cc1OCC
 : 5%[76.3 µM], 9%
CCOc1ccccc1OCCCCn1c(-c2ccc(Cl)cc2)nc2ccccc2c1=O
 : -1%[76.3 µM], -14%
COc1ccc(S(=O)(=O)Cc2ccc(C(=O)NC3CCCCC3)o2)cc1
 : 0%&0%[76.3 µM], -31%[inhibitor]
CCc1ccc(Nc2nn(-c3ccc(OC(F)(F)F)cc3)nc2C(C)=O)cc1
 : -6%[76.3 µM], -3%
CC(Sc1nc(=O)cc(N)n1CCc1ccccc1)C(=O)Nc1ccccc1C#N (configuration not stated)
 : 13%[76.3 µM], 15%
Clc1cccc(-c2nnc(CN3CCN(c4ccccn4)CC3)o2)c1
 : 11%[76.3 µM], 12%
CCOc1ccc(-c2cc(NC(=O)Nc3ccccc3Cl)c(C(=O)OC)s2)cc1
 : -16%[76.3 µM], 29%
CCCCOc1ccc(C(=O)Nc2ccc(-c3nc4ccccc4s3)cc2C)cc1
 : -2%[76.3 µM], -15%
Cc1cccc(NC(=O)CC2C(=O)OCCN2Cc2ccccc2)c1 (configuration not stated)
 : 14%[76.3 µM], -2%
Cc1ccc(C)c(NC(=O)C2CCCN(S(=O)(=O)c3cccc4nsnc34)C2)c1 (configuration not stated)
 : -5%[76.3 µM], -13%
Cc1ccc(C(=O)c2oc3ccccc3c2NC(=O)COc2ccc(C(C)(C)C)cc2)cc1
 : 14%[76.3 µM], -4%
Cc1cccc(C(C)C)c1NC(=O)c1ccc2c(c1)CCN2S(C)(=O)=O
 : -5%[76.3 µM], -27%
CN(C)c1ccc(-c2nc3ccccn3c2Nc2ccc3c(c2)OCCO3)cc1
 : 18µM*, ?
Cc1cccc(Nc2nc(-c3ccccc3)nc3ccccc23)c1
 : -8%[76.3 µM], -91%[inhibitor]
CCCCCSc1nc2sc3c(c2c(=O)n1-c1ccccc1)CCN(C(C)=O)C3
 : -11%[76.3 µM], -9%
COc1cccc(-c2nn(C)c3sc(C(=O)NCCc4ccc(Cl)cc4)cc23)c1
 : 11%[76.3 µM], -5%
Cc1ccc2ncc(C(=O)c3ccc(C)c(C)c3)c(S(=O)(=O)c3ccccc3)c2c1
 : -9%[76.3 µM], 2%
Cc1ccc(Nc2c(-c3ccc(C)o3)nc3cccc(C)n23)cc1
 : ?, 10%
COc1ccc(CN(Cc2ccco2)C(=O)COc2ccc(Cl)cc2C)cc1
 : 13%[76.3 µM], -23%
COC(=O)c1ccc(Cl)cc1NC(=O)NC(C)c1c(-n2cccc2)sc(C)c1C (configuration not stated)
 : 4%[76.3 µM], -5%
CCOc1ccc(CNC(=O)Cn2ncc3c(=O)oc4ccc(C)cc4c32)cc1
 : 6%[76.3 µM], -5%
CCCc1nnc(NC(=O)c2nc(SCC)ncc2Cl)s1
 : 19%[76.3 µM], 4%
Cc1ccc(-c2nc3ccccn3c2Nc2ccc3c(c2)OCO3)cc1
 : ?, -6%
COc1cccc(-n2nnc3c(sc4nc(C)cc(C)c43)c2=O)c1
 : 11%[76.3 µM], 0%

# Overlap with the part before: 3 compounds; new compounds follow.
# Sequence of screens: GAA glycogen, SMN2 splice enh
CCCc1nnc(NC(=O)c2nc(SCC)ncc2Cl)s1
 : 19%[76.3 µM], 4%
Cc1ccc(-c2nc3ccccn3c2Nc2ccc3c(c2)OCO3)cc1
 : ?, -6%
COc1cccc(-n2nnc3c(sc4nc(C)cc(C)c43)c2=O)c1
 : 11%[76.3 µM], 0%
CCc1nc2nc(C)cc(Nc3cc(Cl)ccc3C)n2n1
 : 16%[76.3 µM], -7%
COc1ccc(N2Cc3cccc(C(=O)Nc4ccc(C(C)C)cc4)c3C2=O)cc1
 : -17%[76.3 µM], ?
CCOC(=O)CCCN1C(=O)CCn2nc(-c3cn(C)c4ccccc34)cc21
 : 9%[76.3 µM], 11%
CCOc1ccc2oc(=O)cc(CN3CCN(C(=O)c4ccc(F)cc4)CC3)c2c1
 : 9%[76.3 µM], -16%
CCCCn1nc(NC(=O)c2cccc(Cl)c2)c2cc3cccc(C)c3nc21
 : -7%[76.3 µM], 4%
Cc1ccc(C(=O)Nc2ccccc2C(=O)O)cc1S(=O)(=O)N1CCCCCC1
 : -3%[76.3 µM], ?
Cc1nn(-c2ccccc2)c(-n2cccc2)c1C(=O)NCCCN1CCN(c2ccccc2F)CC1
 : -5%[76.3 µM], -14%
CCOc1ccc(NCc2cccn2-c2nnc(N3CCC(C(=O)NCCOC)CC3)s2)cc1
 : ?, -22%
c1cnc(N2CCN(c3ncc4c(n3)CCNC4)CC2)nc1
 : 2%[76.3 µM], ?
Cc1cccc(NC(=O)CSc2nnc(C)c(=O)[nH]2)c1
 : 0%[76.3 µM], 11%
CC(=O)c1ccc(NC(=O)CCc2c(C)nc3cc(-c4ccc(Cl)cc4)nn3c2C)cc1
 : -2%[76.3 µM], -21%
CCN(CC)CCCNC(=O)CN1C(=O)COc2ccc(S(=O)(=O)N3CCC(C)CC3)cc21
 : 9%[76.3 µM], 11%
CCOc1ccc(C2CC(=O)c3c([nH]c(C(=O)OC4CCC(C)CC4)c3C)C2)cc1 (configuration not stated)
 : 0%[76.3 µM], -9%
CC(C)Oc1cccc(C(=O)Nc2ccc(-c3nc4cc(Cl)cc(Cl)c4o3)cc2)c1
 : 14%[76.3 µM], -2%
Cc1ccc(NC(=O)C2CCN(S(=O)(=O)c3c(C)noc3/C=C/c3cccs3)CC2)cc1F
 : -10%[76.3 µM], -23%
CCOC(=O)c1ccc(NC(=O)Cn2ncc3c(C)n(Cc4ccccc4F)c(C)c3c2=O)cc1
 : -8%[76.3 µM], -7%
Cc1ccc2ncc(S(=O)(=O)c3ccccc3)c(N3CCCCC3C)c2c1 (configuration not stated)
 : -16%&2%[76.3 µM], -8%
COc1ccc(-c2noc(CSc3nnc(-c4ccncc4)n3-c3cccc(C)c3)n2)cc1OC
 : 13%[76.3 µM], 5%
COc1ccc(C(=O)NCCn2cc(SCC(=O)Nc3cccc(C)c3)c3ccccc32)cc1
 : -14%[76.3 µM], -23%
CCOc1cccc(C(=O)N(Cc2ccc(N(C)C)cc2)CC2CCCO2)c1 (configuration not stated)
 : ?, -11%
CCN(Cc1ccccc1)C(=O)CCS(=O)(=O)c1ccc2c(c1)CCN2C(C)=O
 : 16%[76.3 µM], -4%
O=C(Nc1ccc(Cl)c(-c2nc3ccccc3o2)c1)c1ccc(-c2cccc([N+](=O)[O-])c2)o1
 : 12%[76.3 µM], 0%
CCCCOC(=O)c1c(C)oc2c1cc(NS(=O)(=O)c1cc(OC)ccc1OC)c1ccccc12
 : -11%[76.3 µM], 10%
CCC(C)Cn1c(COc2ccc(OC)cc2)nc2ccccc21 (configuration not stated)
 : -18%[76.3 µM], -30%[inhibitor]
Cc1ccc(C)c(CN2C(=O)c3ccccc3S(=O)(=O)c3ccc(C(=O)N4CCN(Cc5ccccc5)CC4)cc32)c1
 : 2%[76.3 µM], 2%
Cc1ccc2nc(-c3ccncc3)c(Nc3ccccc3C)n2c1
 : ?, 11µM*
COc1ccc(CCNC(=O)CCc2c(C)nc3cc(-c4cccc(F)c4)nn3c2C)cc1OC
 : -4%[76.3 µM], -35%[inhibitor]
O=S(=O)(c1ccccc1)n1nc(-c2ccccc2)nc1NCc1ccc(Cl)cc1
 : -10%[76.3 µM], -12%
CCC(C)NC(=O)Cn1cnc2sc(C)c(S(=O)(=O)N3CCN(c4ccccc4OC)CC3)c2c1=O (configuration not stated)
 : 6%, 5%
COc1ccc(OC)c(NC(=O)Cc2c(C)n(C(=O)c3ccc(Cl)cc3)c3ccc(OC)cc23)c1
 : -4%[76.3 µM], -4%
Fc1ccccc1Nc1c2c(nc3ccccc13)CCC2
 : -15%[76.3 µM], -40%[inhibitor]
Cn1c(=O)c2c(nc(SCC(=O)Nc3ccc(F)cc3F)n2Cc2ccccc2)n(C)c1=O
 : -4%[76.3 µM], -1%
CCCC1=Nc2cc(C(=O)N3CCC(C)CC3)ccc2Sc2ccc(C)cc21
 : -4%[76.3 µM], -1%
CCOC(=O)c1sc(N2C(=O)c3oc4cc(C)c(C)cc4c(=O)c3C2c2cccc(O)c2)nc1C (configuration not stated)
 : 8%[76.3 µM], 1%
COc1ccccc1NC(=O)C1=C(C)Nc2nc(SCc3ccccc3)nn2C1c1ccncc1 (configuration not stated)
 : 14%[76.3 µM], 9%
COCCCn1c(=N)c(S(=O)(=O)c2ccccc2)cc2c(=O)n3cc(C)ccc3nc21
 : 18%[76.3 µM], 4%
CCOc1cc(C2c3c(-c4ccccc4O)n[nH]c3C(=O)N2Cc2cccnc2)ccc1O (configuration not stated)
 : -5%[76.3 µM], 15%
COc1cccc(N2CCN(Cc3nnc(-c4ccc5c(c4)OCO5)o3)CC2)c1
 : -1%[76.3 µM], 17%
Cc1cc(C)c2c(=O)cc(C(=O)Nc3sc4c(c3C(=O)NCc3ccccc3)CCCC4)oc2c1
 : 14%[76.3 µM], 2%
Cc1ccc2c(=O)cc(C(=O)Nc3nc4ccc(Cl)cc4s3)oc2c1
 : -13%[76.3 µM], 6%
COc1ccc(Cl)cc1NC(=O)C(=O)NCc1ccc(Cl)cc1
 : 18%[76.3 µM], -10%

# Screening results deposited in PubChem by National Center for Advancing Translational Sciences (NCATS).
